PP1 inh: counter-screen for PP5 inhibitors: inhibitors of human PP1-alpha. P62136. purified PP1alpha, OMFP fluorescence. inhibition, % at 6.7 µM. 0.9% of 320,000 active;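 active = inhibition above the mean inhibition of all tested compounds plus 3 SD, computed separately for each screening campaign, cut at about 15% in these data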
Target sequence (P62136 whole entry, looked up): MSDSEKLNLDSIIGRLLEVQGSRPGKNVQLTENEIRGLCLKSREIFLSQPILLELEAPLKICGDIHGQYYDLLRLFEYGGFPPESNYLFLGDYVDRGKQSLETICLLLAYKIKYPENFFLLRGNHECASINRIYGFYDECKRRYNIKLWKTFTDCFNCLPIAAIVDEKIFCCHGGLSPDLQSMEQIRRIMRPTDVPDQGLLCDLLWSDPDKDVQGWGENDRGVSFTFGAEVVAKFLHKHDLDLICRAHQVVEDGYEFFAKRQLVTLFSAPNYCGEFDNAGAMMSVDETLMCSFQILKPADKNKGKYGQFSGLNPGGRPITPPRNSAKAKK
PREPL inh: human PREPL enzyme inhibition. Q4J6C6. recombinant PREPL, fluorescence polarization activity-based probe. inhibition, % at 5.96 µM. 0.68% of 320,000 active; in the data active = inhibition above about 43%;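 note: 0% = enzyme with DMSO and 100% = wells lacking enzyme; many of its hits are not listed in these tables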
EBNA-1 inh: blocks EBNA-1 binding to DNA. EBNA-1 DNA binding, fluorescence polarization. inhibition, % at 14.8 µM. 0.34% of 300,000 active. AID 1950; in the data active = inhibition above about 28%
TPT1 inhibitor: blocks Candida albicans tRNA 2'-phosphotransferase. 0.81% of 300,000 active. inhibition, % at 5 µM. recombinant caTPT1, FP RNA substrate dephosphorylation. AID 1962;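 active = inhibition above the mean of all tested compounds plus 3 SD, set per screening campaign, cut at about 24% in these data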;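 note: plate controls were DMSO alone for no effect and ferristatin control at 100 nM for full effect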
ZTA DNA inh: counter-screen for EBNA-1 inhibitors: inhibitors of Epstein-Barr virus ZTA | ZTA-DNA binding, fluorescence polarization | inhibition, % at 11 µM | 0.15% of 320,000 active; in the data active = inhibition above about 33%
Target sequence (P03206 whole entry, looked up): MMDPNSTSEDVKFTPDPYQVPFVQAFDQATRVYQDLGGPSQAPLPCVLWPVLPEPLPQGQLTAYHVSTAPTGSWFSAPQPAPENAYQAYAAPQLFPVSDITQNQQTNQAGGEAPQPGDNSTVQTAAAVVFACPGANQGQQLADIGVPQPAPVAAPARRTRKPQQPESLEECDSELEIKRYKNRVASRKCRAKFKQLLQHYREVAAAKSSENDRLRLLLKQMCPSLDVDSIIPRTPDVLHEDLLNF
PP5 inh: PP5 (human) phosphatase inhibition; AID 1987; 0.18% of 320,000 active; P53041; purified PP5c, OMFP substrate fluorescence; inhibition, % at 6.7 µM;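 active = inhibition above the campaign's mean inhibition across all tested compounds plus 3 SD, cut at about 9.5% in these data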;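 note: 0% = DMSO only and 100% = 100 µM cantharidin control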
Target sequence (P53041 whole entry, looked up): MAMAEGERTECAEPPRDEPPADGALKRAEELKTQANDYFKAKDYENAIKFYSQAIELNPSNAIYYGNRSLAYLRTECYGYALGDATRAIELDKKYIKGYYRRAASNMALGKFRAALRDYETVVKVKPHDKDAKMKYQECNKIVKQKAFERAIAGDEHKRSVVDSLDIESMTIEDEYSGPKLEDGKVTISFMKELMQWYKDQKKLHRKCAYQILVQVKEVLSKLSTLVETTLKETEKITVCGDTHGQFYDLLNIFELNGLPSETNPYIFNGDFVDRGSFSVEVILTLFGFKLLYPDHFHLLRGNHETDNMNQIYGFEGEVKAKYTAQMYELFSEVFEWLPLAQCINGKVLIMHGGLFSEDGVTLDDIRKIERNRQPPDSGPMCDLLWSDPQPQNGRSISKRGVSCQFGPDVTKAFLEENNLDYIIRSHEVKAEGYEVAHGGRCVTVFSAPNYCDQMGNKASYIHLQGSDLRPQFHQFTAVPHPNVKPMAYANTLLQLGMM
CTSL1 counter: counter-screen for PFM18AAP inhibitors: inhibitors of F. hepatica cathepsin L1; recombinant F. hepatica cathepsin L1, Z-Leu-Arg-MCA fluorescence; inhibition, % at 5.96 µM; 0.49% of 300,000 active; AID 1906;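 active = inhibition above the mean of all tested compounds plus 3 SD, set per screening campaign, cut at about 17% in these data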;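 note: 0% = plate median of test compound wells and 100% = 1 µM Z-Phe-Ala-diazomethylketone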
core dimer inh: HCV core protein dimerization inhibition; TR-FRET GST/Flag-core106 dimerization, 1536-well; inhibition, % at 5 µM; 0.33% of 300,000 active; AID 1899;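 active = inhibition above the mean of all tested compounds plus 3 SD, set per screening campaign, cut at about 45% in these data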
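Material: GST/Flag-tagged HCV core106 proteins. Incubation: 4 h, 22.5 °C incubation. Read-out basis: inhibition (%) from 671 over 617 nm ratio. Measured by: TR-FRET, excitation 340 nm, emission 617 and 671 nm.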
Efflux pump inh: antifungal efflux pump inhibition, Nile Red retention; S. cerevisiae Candida pump triplex; inhibition, % at 10 µM; 0.44% of 330,000 active;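 active = plate passing quality check with inhibition over a set limit, or well fluorescence over plate mean plus 4 SD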;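 note: Nile Red retained in pooled yeast measured as flow cytometry median fluorescence; 0% = buffer negative control and 100% = Enniatin B positive control; higher means more Nile Red kept so more efflux inhibition; some compounds called inactive have numbers as strong as hits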
* = called active by the depositor; / = not tested or not shown. This is a subset (hit frequency here may not be typical).

1. O=C(OCc1nnc(-c2cccs2)o1)c1cccnc1Cl
2. CCOC(=O)C[C@H]1c2ccccc2S(=O)(=O)N1C1CC1
3. O=C(COC(=O)/C=C/c1cccc(C(F)(F)F)c1)Nc1cccc2ccccc12
4. CCN1CCN(C2=C(NS(=O)(=O)c3ccc(C)cc3)C(=O)c3ccccc3C2=O)CC1
5. COc1ccc(N(CC(=O)N2CCOCC2)S(C)(=O)=O)c(OC)c1
6. O=C(Nc1cccc(OC(=O)c2ccco2)c1)c1ccco1
7. CC1(C)C2([N+](=O)[O-])CN3CC1([N+](=O)[O-])CN(C2)C3C(O)C(O)C(O)CO (centres undefined)
8. CCC1=C(OC(=O)N(CC)CC)N2C(=O)OC(=NCC(=O)OC)[C@]2(C)[C@H]2C1=CC[C@H]1C(=O)N(CC(=O)OC)C(=O)[C@H]12
assay / compound	1	2	3	4	5	6	7	8
PP1 inh	2	1	3	-2	-5	-2	-2	5
PREPL inh	8	-1	1	4	-1	22	15	17
EBNA-1 inh	/	8	5	0	13	-21	-9	-7
TPT1 inhibitor	/	-2	0	-4	1	2	-4	-1
ZTA DNA inh	-19	14	-9	0	18	-21	-14	-2
PP5 inh	0.5	-0.7	0.4	0.8	-1.4	2.2	-0.3	1.3
CTSL1 counter	/	-2	-1	4	3	-42	6	-3
core dimer inh	/	5	16	-22	3	-5	5	-2
Efflux pump inh	0.1	0.0	-0.2	-0.1	-0.1	0.0	0.0	0.3

The last 2 compounds of the section above lead into the next:
7. CC1(C)C2([N+](=O)[O-])CN3CC1([N+](=O)[O-])CN(C2)C3C(O)C(O)C(O)CO (centres undefined)
8. CCC1=C(OC(=O)N(CC)CC)N2C(=O)OC(=NCC(=O)OC)[C@]2(C)[C@H]2C1=CC[C@H]1C(=O)N(CC(=O)OC)C(=O)[C@H]12
9. O=C(NC1CCCc2c1cnn2-c1cc(F)cc(F)c1)c1ccc[n+]([O-])c1 (centres undefined)
10. CC(=O)c1cccc(NC(=O)N2CCCC2C(=O)Nc2ccc3c(c2)OCO3)c1 (centres undefined)
11. COC(=O)c1cc(NC(=S)NCc2ccc(Cl)cc2)cc(C(=O)OC)c1
12. COc1ccc(C(=O)CSc2nnc(-c3cnccn3)n2Cc2ccco2)cc1
13. Cc1ccc(S(=O)(=O)N2CCOCC2)cc1NC(=O)COC(=O)c1cc(=O)c2ccccc2o1
14. Cc1ccc(NC(=S)N2CCC(c3nc4ccccc4s3)CC2)cc1
15. Cc1cc(C)cc(Oc2nc(C(F)(F)F)nc3ccccc23)c1
16. CCN(CCC(=O)Nc1cc([N+](=O)[O-])ccc1OC)Cc1ccccc1
assay / compound	7	8	9	10	11	12	13	14	15	16
PP1 inh	-2	5	-1	-2	3	0	-1	-1	-3	-1
PREPL inh	15	17	0	-7	-48	-6	-1	11	9	10
EBNA-1 inh	-9	-7	13	13	7	8	-9	-7	-5	-4
TPT1 inhibitor	-4	-1	-2	-1	1	-2	0	-1	-4	2
ZTA DNA inh	-14	-2	13	-9	-13	3	6	-6	-14	-4
PP5 inh	-0.3	1.3	-0.6	0.7	2.5	-2.3	0.3	1.3	1.6	2.4
CTSL1 counter	6	-3	0	-1	3	3	1	-4	-2	7
core dimer inh	5	-2	3	-2	2	1	2	2	-2	0
Efflux pump inh	0.0	0.3	0.2	0.1	-6.2	-0.1	-1.2	0.0	-0.2	0.2

17. O=C(O)CC/C(=N\Nc1ccccc1[N+](=O)[O-])c1cccs1
18. O=C(NCCCn1cccn1)C1CCC(=O)N(CCc2ccccc2)C1 (centres undefined)
19. CC1CCCCN1Cc1ccc(-c2nnn(CC(=O)NC3CCCCC3)n2)cc1 (centres undefined)
20. COc1ccc(NC(=O)c2ccccc2NC(=O)NC2CCCCC2)cc1
21. O=C(C1CCCCN1S(=O)(=O)c1ccc(F)cc1)N1CCN(c2ccccc2F)CC1 (centres undefined)
22. COc1ccc(F)cc1S(=O)(=O)n1cc(C)nc1-c1ccccc1
23. C=CCNC(=O)c1ccc2c(=O)n(Cc3ccccc3OC)c(=S)[nH]c2c1
24. CCOCCCNS(=O)(=O)Cc1ccccc1
assay / compound	17	18	19	20	21	22	23	24
PP1 inh	2	4	-5	4	8	-6	1	-3
PREPL inh	16	7	11	-2	6	4	-4	0
EBNA-1 inh	8	-1	1	-2	1	4	7	3
TPT1 inhibitor	-4	-2	-4	-1	1	-3	-1	-2
ZTA DNA inh	-5	2	-7	-4	-2	16	15	3
PP5 inh	-0.1	1.5	-0.9	1.9	1.5	-1.8	2.0	-2.1
CTSL1 counter	4	-2	2	1	0	0	1	-5
core dimer inh	-16	-4	-7	-1	12	-1	15	1
Efflux pump inh	-0.3	-0.2	0.1	0.3	0.0	-0.2	0.0	0.3

25. COc1ccc(CC(=O)NC2CCN(CC(=O)N3CCCc4ccccc43)CC2)cc1OC
26. CN(C)c1nc(Oc2ccc(=O)[nH]n2)nc(N2CCOCC2)n1
27. O=S(=O)(c1ccc2nc(COc3ccc(Cl)cc3Cl)[nH]c2c1)N1CCOCC1
28. O=C(CSc1nc2ccccc2[nH]1)NCCc1ccc(Cl)cc1
29. Cc1cccc(-n2nnc(C(=O)NCc3ccco3)c2N)c1
30. Cc1ccc(S(=O)(=O)c2c(COC(=O)c3ccc(Cl)cc3)c(-c3ccccc3)nn2C)cc1
31. CC(=O)NC(Cc1ccccc1)C(C)=O (centres undefined)
32. CCCC(=O)Nc1ccc(Cl)c(NC(=O)c2cccnc2)c1
assay / compound	25	26	27	28	29	30	31	32
PP1 inh	4	1	0	-3	-2	-4	-5	-5
PREPL inh	4	-3	10	-21	-2	2	10	-10
EBNA-1 inh	-3	-5	-8	1	-6	4	-9	-2
TPT1 inhibitor	-1	-1	0	3	2	-2	1	-2
ZTA DNA inh	12	8	6	-7	3	-5	3	18
PP5 inh	2.5	4.0	1.5	4.5	-1.2	0.0	-4.3	-1.0
CTSL1 counter	2	-5	5	-2	-1	4	-9	-4
core dimer inh	-3	-2	5	-3	1	2	-2	-1
Efflux pump inh	0.0	0.0	0.2	0.2	0.2	0.1	0.2	0.0

33. COCCCN1CCc2[nH]c(=S)[nH]c(=O)c2C1
34. COc1cccc(/C=C2/Sc3ccc(C(=O)NCCN4CCCCCC4)cc3NC2=O)c1
35. CC1(C)CC2CC(C)(CN2S(=O)(=O)c2ccc(C(=O)Nc3ccc(S(=O)(=O)N4CCOCC4)cc3)cc2)C1 (centres undefined)
36. O=C(OCC(=O)c1ccc[nH]1)c1ccc([N+](=O)[O-])cc1
37. Nc1nc(CSc2nc3ccccc3s2)nc(Nc2ccccc2)n1
38. Cc1ccc(C(=O)OC(C(=O)O)C(OC(=O)c2ccc(C)cc2)C(=O)O)cc1 (centres undefined)
39. O=C(O)c1ccc(CSc2nnc(-c3ccc(Cl)cc3)o2)cc1
40. CC(Cc1ccc(O)c(O)c1)C(C)Cc1ccc(O)c(O)c1 (centres undefined)
assay / compound	33	34	35	36	37	38	39	40
PP1 inh	-1	10	2	-1	1	1	-1	0
PREPL inh	0	-19	1	17	-44	23	3	6
EBNA-1 inh	1	-3	0	/	-2	/	-7	-5
TPT1 inhibitor	-1	1	4	/	0	/	0	-1
ZTA DNA inh	-2	7	7	-6	11	-3	-7	-5
PP5 inh	-1.6	1.8	5.0	0.6	6.8	1.8	1.7	7.0
CTSL1 counter	1	4	1	/	-8	/	0	-1
core dimer inh	1	-11	19	/	-2	/	8	6
Efflux pump inh	0.2	0.0	0.1	0.3	-0.1	0.5	0.0	-0.1

41. Cc1ncc(CSc2nccc(=O)[nH]2)c(CO)c1O
42. CN(C(=O)c1ccc(NC(=O)Cc2ccc(NC(=O)C3CCCN(C(=O)CCc4ccccc4)C3)cc2)cc1)C1CC1 (centres undefined)
43. CCOC(=O)c1sc(NC(=O)c2cc(-c3ccccc3C)nc3ccccc23)c(C#N)c1C
44. Cc1cccc(N2C(=O)N3[C@@H]4c5ccccc5OC[C@@H]4[C@@H](c4ccccc4)[C@@]3(C)C2=O)c1
45. CCC(=O)N1CCCC(C(=O)c2ccc(-c3ccccc3)cc2)C1 (centres undefined)
46. CCOC(=O)C(C)Sc1nc2c(cnn2-c2ccc(F)cc2)c(=O)[nH]1 (centres undefined)
47. COc1cccc(N2CCN(C(=O)CCSCc3ccccc3F)CC2)c1
48. COc1ccc(S(=O)(=O)N2CCCC(C(=O)N3CCOCC3)C2)cc1Cl (centres undefined)
assay / compound	41	42	43	44	45	46	47	48
PP1 inh	-4	-4	-1	4	1	-1	1	0
PREPL inh	0	-10	-3	-11	7	-1	15	13
EBNA-1 inh	4	/	-2	1	-6	4	4	9
TPT1 inhibitor	-2	/	2	-3	-4	-2	-2	-1
ZTA DNA inh	-8	9	3	-17	-3	9	4	2
PP5 inh	0.6	1.2	0.4	2.0	0.5	-3.4	1.3	0.6
CTSL1 counter	-4	/	1	-1	0	1	0	5
core dimer inh	-5	/	29	-1	2	9	-2	7
Efflux pump inh	0.0	0.0	-0.1	-0.1	0.1	-0.1	-0.1	0.0

Grouped by structure: the entries above containing a CF3 group
3. O=C(COC(=O)/C=C/c1cccc(C(F)(F)F)c1)Nc1cccc2ccccc12
15. Cc1cc(C)cc(Oc2nc(C(F)(F)F)nc3ccccc23)c1
assay / compound	3	15
PP1 inh	3	-3
PREPL inh	1	9
EBNA-1 inh	5	-5
TPT1 inhibitor	0	-4
ZTA DNA inh	-9	-14
PP5 inh	0.4	1.6
CTSL1 counter	-1	-2
core dimer inh	16	-2
Efflux pump inh	-0.2	-0.2

Later entries
49. CC12CCC(c3c(C(=O)O)nn(-c4ccc(F)cc4)c31)C2(C)C (centres undefined)
50. Cc1ccc(NC(=O)C2CCN(C(=O)NCc3ccccc3)CC2)cc1C
51. NNC(=O)CNC(=O)c1ccccc1F
52. COC(=O)c1sc2ncccc2c1OCc1ccc(Cl)cc1
53. Cc1c(C(=O)CN2CCOCC2)[nH]c2ccccc12
54. Cc1nc(-c2ccc(Cl)cc2)sc1C1(C)CC(c2ccccc2)=NO1 (centres undefined)
55. COc1ccc(NC(=O)CSc2n[nH]c(N)n2)cc1OC
56. O=C(CN(C(=O)CSc1nc2ccccc2o1)c1ccccc1)NC1CCCCC1
assay / compound	49	50	51	52	53	54	55	56
PP1 inh	15*	-5	-5	1	-2	-2	-1	-3
PREPL inh	9	6	-2	-4	-8	-4	13	2
EBNA-1 inh	-17	7	-2	10	-6	-17	-5	12
TPT1 inhibitor	0	-6	0	0	0	0	2	-3
ZTA DNA inh	9	6	4	30	2	0	-1	8
PP5 inh	1.2	1.1	-0.6	0.7	0.5	2.1	-1.2	0.1
CTSL1 counter	0	-3	-2	9	0	-2	3	-5
core dimer inh	7	-2	1	2	1	0	-2	9
Efflux pump inh	0.2	-0.2	-0.1	0.0	-0.2	/	0.2	0.0

57. CCOC(=O)C1CCCN(C(=O)C2CCN(S(=O)(=O)c3ccc4ccccc4c3)CC2)C1 (centres undefined)
58. O=C(COC(=O)Cc1ccsc1)Nc1ccc(F)cc1Cl
59. O=C(Cn1nc(C(F)(F)F)cc1C1CC1)Nc1ccccc1F
60. COc1cccc(NC(=O)c2ccc3c(c2)OCO3)c1
61. CCc1ccc(OCC(=O)N2CCN(c3ccccc3F)CC2)cc1
assay / compound	57	58	59	60	61
PP1 inh	-1	-2	0	-3	0
PREPL inh	10	-6	-1	2	13
EBNA-1 inh	0	/	-1	7	0
TPT1 inhibitor	1	/	0	0	-6
ZTA DNA inh	-3	8	-12	11	12
PP5 inh	-0.4	-0.1	2.3	0.4	-0.2
CTSL1 counter	2	/	2	3	-1
core dimer inh	5	/	4	7	4
Efflux pump inh	-3.6	-0.1	1.3	0.0	0.0

Profiles, looked up by structure. Order of screens: PP1 inh | PREPL inh | EBNA-1 inh | TPT1 inhibitor | ZTA DNA inh | PP5 inh | CTSL1 counter | core dimer inh | Efflux pump inh
Record of `COc1cccc(NC(=O)c2ccc3c(c2)OCO3)c1` = -3 | 2 | 7 | 0 | 11 | 0.4 | 3 | 7 | 0.0
Record of `O=C(COC(=O)Cc1ccsc1)Nc1ccc(F)cc1Cl` = -2 | -6 | / | / | 8 | -0.1 | / | / | -0.1

Bioassay records from PubChem BioAssay.
